# Myeloid diff MLP – compounds promoting myeloid differentiation; 360,000 tested, 1% active; ER-HoxA9 myeloid progenitors, lysozyme-GFP differentiation, flow cytometry; calls only at 10 µM;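 active means normalized GFP-positive differentiation at or above the plate's own cutoff, the solvent-only control mean plus 3 SD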;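 further: cells exposed to compound for four days before flow analysis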
# HIV peptide binding – inhibitors of HIV fusion peptide binding, primary screen, biochemical, uHTS, fluorescence dequenching (AID 1986); inhibition, % at 20 µM, or IC50 in µM where a hit was titrated; 290,000 tested, 0.3% active; cell-free peptide binding, fluorescence dequenching, 30 min; higher % means a stronger effect; in the data active means inhibition mostly above about 52%, no sharp cut-off; inactive means mostly below about 76%; further: some results filed as inactive read as strong as hits
# GPR55 LPI antagonism – GPR55 antagonists blocking LPI-driven arrestin recruitment, primary screen, imaging, U2OS, beta-arrestin-GFP, LPI agonist (AID 2013); U2OS GPR55 beta-arrestin-GFP translocation imaging, LPI antagonism; higher % means a stronger effect; 290,000 tested, 0.13% active; one-dose inhibition, % at 10 µM; IC50 in µM for titrated hits;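 active means spots per cell inhibited over 60%, with over 100 cells counted and total cytoplasm intensity under 500,000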;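 further: U2OS cells stably carrying GPR55 and arrestin-GFP stimulated by 5 µM LPI near EC80; imaged beta-arrestin-GFP aggregate spots per cell after agonist stimulation; plate controls were LPI-stimulated DMSO wells for no effect and DMSO wells without LPI for full effect; some results filed as inactive read as strong as hits; confirmed hits need IC50 under 10 µM and bright autofluorescent wells are also inconclusive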
# GPR35 arrestin U2OS – inhibition of zaprinast-stimulated GPR35 beta-arrestin translocation – imaging, U2OS, beta-arrestin-GFP, zaprinast agonist, primary screen (AID 2058). U2OS GPR35 beta-arrestin-GFP translocation imaging, zaprinast antagonism; higher % means a stronger effect. 290,000 tested, 0.052% active. inhibition, % at 10 µM, or IC50 in µM where a hit was titrated;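 active means inhibition of at least 50% with at least 30 cells and total cytoplasm GFP at most 10,000,000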
# NTR1 agonist – agonists of NTR1, primary screen, imaging, U2OS cells, beta-arrestin-GFP, high content (AID 493036). P30989. NTR1-U2OS beta-arrestin-GFP spot imaging, agonist mode. activation, % at 20 µM. 330,000 tested, 0.17% active;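 active means activation at or above 40% of the spot to cytoplasm intensity ratio, with at least 20 cells analyzed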;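 further: 0% = DMSO without peptide and 100% = 100 nM NTR1 peptide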
# Target sequence (P30989 whole entry, looked up): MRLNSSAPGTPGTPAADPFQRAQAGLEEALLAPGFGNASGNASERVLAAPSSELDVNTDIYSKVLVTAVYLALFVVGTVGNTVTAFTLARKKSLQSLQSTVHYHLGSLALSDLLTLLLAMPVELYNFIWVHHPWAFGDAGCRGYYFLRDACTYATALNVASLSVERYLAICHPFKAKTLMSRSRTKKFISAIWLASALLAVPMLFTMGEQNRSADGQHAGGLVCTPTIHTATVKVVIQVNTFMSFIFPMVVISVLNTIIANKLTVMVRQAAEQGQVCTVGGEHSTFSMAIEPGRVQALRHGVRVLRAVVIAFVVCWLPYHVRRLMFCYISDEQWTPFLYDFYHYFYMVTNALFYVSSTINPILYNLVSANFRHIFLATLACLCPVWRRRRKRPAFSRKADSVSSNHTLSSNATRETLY
# Rac1 GTP hydrolysis – MgcRacGAP GTPase-activating activity inhibitors, confirmation, biochemical, ADP Hunter fluorescence; MgcRacGAP-stimulated Rac1 GTP hydrolysis, ADP Hunter fluorescence; higher % means a stronger effect; GST-tagged Rac1 F28L mutant substrate; one-dose inhibition, % at 30 µM; IC50 in µM for titrated hits; 340,000 tested, 0.6% active;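 active means first-screen hits whose inhibition reached a set limit at any dose in the follow-up dose series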;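 further: fluorescence reports GDP produced by GAP-driven GTP hydrolysis; strong numbers were not always called active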
# Siah-1 displacement – blockers of Siah-1 interaction with plectin peptide – biochemical, fluorescence polarization, rhodamine-plectin, uHTS, primary screen (AID 1817). Siah-1 / rhodamine-plectin peptide fluorescence polarization; higher % means a stronger effect. displacement, % at 20 µM, or IC50 in µM where a hit was titrated. 290,000 tested, 0.02% active;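 active means displacement of at least 50% at 20 µM, with a fluorescence ratio check between 0.3 and a set limit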;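 further: plate controls were Siah plus tracer with DMSO for no effect and tracer alone without Siah for full effect; strong numbers were not always called active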
# PhoP inhibition – inhibitors of PhoP regulon expression, primary screen, Salmonella Typhimurium, GFP reporter (AID 1863); inhibition, % at 50 µM; hits with a dose series show IC50 in µM; S. Typhimurium PhoP-regulated promoter GFP reporter, 4 h; higher % means a stronger effect; 300,000 tested, 0.16% active;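 active means inhibition over 29.93%, a cutoff 3 SD above the screen mean, later confirmed by dose response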;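 further: 0% = low Mg2+ inducing control and 100% = high Mg2+ repressing control; strong numbers were not always called active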
# LYP inhibition – inhibitors of LYP phosphatase, biochemical, fluorescence intensity, uHTS (AID 1779); recombinant LYP phosphatase, fluorescence intensity; higher % means a stronger effect; inhibition, % at 11.5 µM; hits with a dose series show IC50 in µM; 290,000 tested, 0.054% active; in the data active means inhibition above about 50%;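 further: plate controls were vehicle with enzyme for no effect and no enzyme for full effect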
# NTR1 agonist cell count 20 µM – recorded beside NTR1 agonist, whose call it bears; cell count; measured here: cell count, cytotoxicity flag
# Myeloid diff MLP GFP+ MAC1+ % – further read-out of Myeloid diff MLP, marked with its call; GFP+ MAC1+ double positive, %; measured here: differentiation confirmed by MAC1 staining
# Active calls of the source: *; i = inactive; . = no result given; + = active, no number. Outcome played no part in choosing rows; about 2.4% have a hit in one of these screens.
SMILES,Myeloid diff MLP,Myeloid diff MLP GFP+ MAC1+ %,HIV peptide binding,GPR55 LPI antagonism,GPR35 arrestin U2OS,NTR1 agonist,NTR1 agonist cell count 20 µM,Rac1 GTP hydrolysis,Siah-1 displacement,PhoP inhibition,LYP inhibition
C/C(=C1/SC(N2CCCC2)=NC1=O)c1ccc(Br)cc1,+,10*,-2.5%,-19%,4%,9.6,41,13%,-1%,6%,-6%
CCCCc1ccc(NC(=S)N2CCN(C(=O)c3ccco3)CC2)cc1,i,2.3,-1.4%,-5%,4%,3.3,54,4%,-3%,2%,-4%
CC(C)C(=O)c1cn(CC(=O)NCC2CCCO2)c2ccccc12 (configuration not stated),i,0.7,-1.1%,5%,0%,-0.5,84,2%,-1%,0%,5%
COc1cccc(C(=O)N2CCN(C3CCN(Cc4ccccc4)CC3)CC2)c1OC,i,0.1,-1.2%,9%,-12%,0.1,50,120µM*,6%,-4%,-5%
COC(=O)C(CO)Nc1ncnc2onc(-c3ccc(F)cc3)c12 (configuration not stated),i,0.4,2.2%,5%,23%,1.6,53,9%,0%,-6%,1%
CC(C)(CO)NC(=O)CC1C(=O)NCCN1Cc1ccc(-c2ccccc2)cc1 (configuration not stated),i,0.2,0.3%,8%,-4%,2.1,53,-2%,0%,-5%,-1%
Oc1ccc2ccccc2c1N=Nc1ccccn1,.,.,-7.4%,0%,-5%,0.8,53,15%,-8%,27%,-3%
Cc1ccc([C@@H]2[C@@H]3C(=O)N(c4ccccc4)C(=O)[C@@H]3[C@]3(C)C(=O)N(Cc4ccccn4)CC(=O)N23)o1,i,1.0,0.7%,-2%,0%,-3.0,84,6%,7%,-19%,-6%
COCCC(=O)N1CCc2c([nH]c3ccccc23)C1C(C)(C)C (configuration not stated),i,0.2,0.6%,10%,1%,1.4,46,8%,6%,.,-1%
CC1(C)CC(=O)C(N=Nc2cccc(F)c2C#N)=C(O)C1,i,0.5,-3.0%,-7%,-1%,1.1,40,-13%,-6%,1%,-3%
CC1CCN(c2c(NCC3CCC(C(=O)N4CCc5ccccc5C4)CC3)c(=O)c2=O)CC1 (configuration not stated),i,3.2,5.6%,2%,11%,2.7,43,8%,3%,1%,1%
CCc1ccc(CNC(=O)Cn2nc(-c3ccccc3)ccc2=O)cc1,i,1.9,-0.2%,-9%,16%,1.1,62,-4%,-4%,-8%,-11%
Nc1nc(CSc2nnnn2-c2ccccc2)nc(N2CCCc3ccccc32)n1,i,1.9,-1.3%,-4%,-8%,14,60,6%,-7%,4%,0%
CCN(CCCNC(=O)Cn1ncc2c([nH]c3ccccc32)c1=O)Cc1ccccc1,i,2.0,1.4%,3%,4%,0.7,53,8%,-6%,-2%,-4%
Cc1ccc(C(=O)N/C(=C/c2cccs2)C(=O)NCCc2c[nH]c3ccccc23)cc1,i,0.6,-2.3%,10%,0%,0.0,85,2%,-9%,4%,-4%
CC12CN(C(=O)c3ccccc3)C3(C#N)CC1CCC23C (configuration not stated),i,0.2,-2.1%,13%,5%,-0.3,58,3%,-6%,3%,-4%
COc1ccccc1NCC(=O)N/N=C/c1c(O)ccc2ccccc12,i,0.8,7.4%,-6%,-5%,5.1,51,8%,-2%,-6%,0%
O=C(COC(=O)C1CCC1)Nc1ccc(Oc2ccccc2)cc1,i,0.9,-1.5%,10%,8%,-1.4,87,3%,0%,3%,-11%
CCN(CC)C(=O)c1sc(NC(=O)Cc2cccs2)c(C#N)c1C,i,8.2,0.8%,4%,-4%,-0.6,44,8%,0%,-1%,-11%
Cc1cc(Nc2ccccc2)nc(-c2ccccc2O)n1,i,0.0,0.9%,9%,0%,14,61,9%,10%,-1%,0%

# Profiles from above. Order of values: Myeloid diff MLP, Myeloid diff MLP GFP+ MAC1+ %, HIV peptide binding, GPR55 LPI antagonism, GPR35 arrestin U2OS, NTR1 agonist, NTR1 agonist cell count 20 µM, Rac1 GTP hydrolysis, Siah-1 displacement, PhoP inhibition, LYP inhibition
# CCCCc1ccc(NC(=S)N2CCN(C(=O)c3ccco3)CC2)cc1 is entered as i, 2.3, -1.4%, -5%, 4%, 3.3, 54, 4%, -3%, 2%, -4%
# CC1CCN(c2c(NCC3CCC(C(=O)N4CCc5ccccc5C4)CC3)c(=O)c2=O)CC1 (configuration not stated) is entered as i, 3.2, 5.6%, 2%, 11%, 2.7, 43, 8%, 3%, 1%, 1%

# The results go on:
SMILES,Myeloid diff MLP,Myeloid diff MLP GFP+ MAC1+ %,HIV peptide binding,GPR55 LPI antagonism,GPR35 arrestin U2OS,NTR1 agonist,NTR1 agonist cell count 20 µM,Rac1 GTP hydrolysis,Siah-1 displacement,PhoP inhibition,LYP inhibition
CCOC(=O)N1CCC(NC(=O)C2CCCN(S(=O)(=O)c3ccc4c(c3)oc(=O)n4C)C2)CC1 (configuration not stated),i,5.1,1.5%,-2%,-3%,0.9,56,-4%,5%,-8%,-4%
C/C(CC(=O)Nc1cc(C)ccn1)=N\NC(=O)c1cccc(F)c1,+,3.7*,-1.6%,0%,1%,2.2,43,0%,3%,6%,-6%
Cc1oc2c(c1C(=O)Nc1cccc(C(=O)O)c1)CCCC2,i,6.3,-0.2%,8%,-4%,-0.7,47,10%,-2%,0%,-7%
CCCCn1c(SCC(=O)Nc2cc(C)on2)nc2c1c(=O)n(C)c(=O)n2C,i,6.5,2.6%,8%,10%,2.8,57,2%,-2%,-1%,-4%
Cc1cccc(Nc2nc(-c3ccccc3)cs2)n1,i,0.3,-2.6%,-7%,4%,28,60,16%,-9%,-3%,-3%
Cc1ccc(-c2nn(-c3ccc(F)cc3)cc2C(=O)NCC(c2cccs2)N2CCOCC2)cc1 (configuration not stated),i,2.4,.,.,.,3.6,59,6%,.,-3%,.
COc1ccc(-c2cn3ccccc3n2)cc1[N+](=O)[O-],i,0.3,-0.1%,4%,2%,-0.7,71,-3%,9%,-5%,-7%
O=C(C1CCCC1)N1CCC(CC2CC(c3cccc(Br)c3)=NO2)(C(=O)NCC2CCCCC2)CC1 (configuration not stated),i,1.0,-0.2%,12%,5%,-1.0,83,2%,-3%,.,-6%
CCOC(=O)c1c(N)sc(C(=O)Nc2ccccc2F)c1C,i,0.3,0.4%,-2%,15%,-0.1,49,4%,4%,8%,-2%
Cc1nn(C)c(C)c1/C=N/N=C1\CCC2C3CCc4cc(O)ccc4C3CCC12C (configuration not stated),i,0.8,-3.3%,-1%,-10%,6.9,69,7%,1%,-5%,-6%
CCCN(CC1CC1)C(=O)CSc1ncnc2sccc12,i,0.5,-0.2%,13%,-4%,1.7,47,-4%,9%,-2%,-4%
COc1ccc(OC)c(NC(=O)Nc2cccc3ccccc23)c1,i,5.2,-3.6%,13%,-2%,2.9,52,10%,-6%,-7%,-5%
CC(C)N1C(=O)CCC1C(=O)O (configuration not stated),i,0.2,-1.5%,4%,-1%,1.4,78,5%,4%,-12%,-3%
COc1ccc(O)c(CN2CCC(n3nccc3NC(=O)CCOc3ccccc3)CC2)c1,i,0.9,2.1%,15%,3%,0.8,72,4%,1%,-4%,-7%
CN(C)C(=O)CN1CCN(Cc2cn(C)nc2-c2ccc3c(c2)OCCO3)CC1,i,0.6,-0.9%,6%,-9%,0.6,56,3%,0%,-7%,-6%
COC(=O)c1ccccc1-c1ccc(C(c2c(C)[nH][nH]c2=O)c2c(C)[nH][nH]c2=O)o1,i,0.4,4.2%,8%,-2%,5.3,42,11%,6%,0%,-2%
N#Cc1ccccc1Sc1ccccc1N,i,5.5,8.2%,7%,-3%,-0.3,46,12%,0%,6%,-5%
CN(c1ccccc1C(=O)NCc1ccccc1Cl)S(=O)(=O)c1ccccc1,i,0.8,-1.6%,10%,-18%,0.9,56,5%,-6%,6%,-9%
Cc1c(-n2cccc2C=O)cccc1[N+](=O)[O-],i,0.7,0.4%,4%,-7%,0.3,57,-3%,3%,-4%,-8%
O=C(CSc1nnc(Cc2ccc3c(c2)OCO3)n1C1CCCCC1)NC1CCCC1,i,0.7,0.0%,14%,-3%,1.5,84,-1%,-2%,-2%,-4%
CCCC1Cc2[nH]c(=O)c(C#N)cc2CO1 (configuration not stated),i,0.5,0.1%,5%,4%,-0.8,48,-5%,-1%,-5%,-14%
COc1ccc(S(=O)(=O)Cc2ccc(C(=O)N3CCN(c4cc(Cl)ccc4C)CC3)o2)cc1,i,3.1,0.1%,5%,9%,11,67,4%,1%,-1%,-7%
Cn1c(CCN2CCOCC2)nc2cc(NC(=O)COc3ccccc3)ccc21,i,0.8,62%,-23%,6%,1.2,52,0%,4%,-13%,-4%
CC1=Nc2cc(C(=O)O)ccc2Sc2ccc(Br)cc21,i,3.5,46%,-1%,-15%,1.6,42,-3%,15%,-6%,3%
COc1ccccc1C(C)NC(=O)Cc1ccc(S(=O)(=O)N2CCOCC2)s1 (configuration not stated),i,1.2,.,.,.,1.0,64,5%,.,-6%,.
Cc1nc(N)c(Br)c(C)c1Br,i,0.2,-1.8%,2%,22%,0.6,61,3%,2%,7%,3%
COc1ccc(NC(=O)CSc2nnc(-c3ccc(C)cc3)n2N)cc1,i,6.4,3.5%,3%,17%,3.2,58,-3%,-2%,-10%,-6%
CC1CN(C(=O)CCC(=O)N2CCCCC2)c2ccccc2O1 (configuration not stated),i,4.0,-0.9%,8%,7%,-0.4,91,12%,-3%,.,-8%
COc1ccc(CC(=O)OCN2C(=O)c3ccccc3C2=O)cc1,i,0.8,0.2%,-9%,-10%,0.1,69,3%,2%,-8%,-3%
CCCCn1c(N)c(N(CC(C)C)C(=O)C2CCCN(C(=O)c3ccc(Cl)cc3)C2)c(=O)[nH]c1=O (configuration not stated),i,0.2,.,.,.,-0.8,43,0%,.,-7%,.
COc1ccc(/C=C/C(=O)C2CC2)cc1COc1cccc(C)c1C,i,0.3,-0.2%,-7%,6%,1.6,61,-1%,5%,-2%,7%
O=c1c2ccccc2ncn1-c1ccc2c(c1)OCCO2,i,2.3,-1.6%,26%,11%,1.2,42,-2%,4%,9%,-8%
CS(=O)(=O)c1nc(S(=O)(=O)c2ccc(Cl)cc2)c(N2CCN(CCO)CC2)s1,+,1.4*,1.4%,0%,2%,-0.7,61,11%,4%,-9%,-8%
Cc1oc(C(C)(C)C)cc1C(=O)NCC(=O)NCC(=O)O,i,1.6,1.8%,1%,-3%,-0.3,49,3%,0%,6%,1%
O=C(NCc1cccnc1)NC1CC(=O)N(c2ccc3c(c2)OCCO3)C1 (configuration not stated),i,0.4,2.1%,-3%,-8%,2.7,59,6%,4%,-1%,-9%
Cc1ccc(-n2nnnc2SCC#N)cc1,i,0.2,-1.9%,8%,-1%,0.0,54,2%,-4%,3%,-5%

# Compound activity (PubChem)
